# Source: PubChem BioAssay (National Center for Advancing Translational Sciences (NCATS))
# TRHR ag: activates the human TRH receptor. P34981. TRHR cells, calcium flux fluo-8, FDSS agonist mode. activation, % at 2 µM. 360,000 compounds, 0.18% hits; in the data active = activation above about 30%; note: 0% is about no effect
# Target sequence (P34981 whole entry, looked up): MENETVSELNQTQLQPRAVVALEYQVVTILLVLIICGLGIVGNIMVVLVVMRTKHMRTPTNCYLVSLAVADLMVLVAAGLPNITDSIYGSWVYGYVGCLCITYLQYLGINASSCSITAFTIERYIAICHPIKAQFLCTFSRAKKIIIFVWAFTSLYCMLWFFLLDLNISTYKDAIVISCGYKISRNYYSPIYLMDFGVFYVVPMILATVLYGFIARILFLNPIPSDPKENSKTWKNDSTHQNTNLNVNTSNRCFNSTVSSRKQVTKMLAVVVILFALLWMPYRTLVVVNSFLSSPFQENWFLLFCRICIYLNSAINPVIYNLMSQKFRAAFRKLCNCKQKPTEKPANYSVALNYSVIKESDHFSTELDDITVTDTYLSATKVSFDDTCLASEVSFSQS
#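 Agonist-mode FDSS calcium read (Ex 480/Em 530, 1 s cycles) in 1536-well TRHR cells with fluo-8 dye, after 10-cycle baseline and 23 nL compound addition; TRH at EC20 (10 nM final) added afterwards for the enhancer phase.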
# TrxR1 substrate: is turned over as a substrate by rat TrxR1; AID 588456; 390,000 compounds, 0.01% hits; Potency, µM (doses to about 114 µM), for inactives: at the highest dose activity change, negative = substrate turnover; purified TrxR1 substrate turnover, NADPH consumption readout; O89049; note: potency is the fitted concentration of half-maximal effect; % is set by controls: 0 for no effect and ±100 for the full control effect; nearly all actives have a fitted effect of over 50% in size
# Target sequence (O89049 whole entry, looked up): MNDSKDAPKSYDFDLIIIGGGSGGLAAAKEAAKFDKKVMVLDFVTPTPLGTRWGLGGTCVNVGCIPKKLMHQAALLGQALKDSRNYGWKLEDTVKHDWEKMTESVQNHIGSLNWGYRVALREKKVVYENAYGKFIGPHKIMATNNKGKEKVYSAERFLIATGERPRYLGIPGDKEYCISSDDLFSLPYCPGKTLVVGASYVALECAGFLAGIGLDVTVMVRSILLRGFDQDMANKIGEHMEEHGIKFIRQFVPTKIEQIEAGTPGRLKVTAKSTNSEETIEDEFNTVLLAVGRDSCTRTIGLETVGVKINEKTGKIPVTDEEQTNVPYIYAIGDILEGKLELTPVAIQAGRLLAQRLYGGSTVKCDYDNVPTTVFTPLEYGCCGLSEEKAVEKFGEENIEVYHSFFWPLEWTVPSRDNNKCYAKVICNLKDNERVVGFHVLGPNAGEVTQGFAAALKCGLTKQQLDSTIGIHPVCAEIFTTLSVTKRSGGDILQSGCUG
#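 Rat TrxR1, dispensed at 90 nM, was prereduced with 400 uM NADPH (final) for 5 min at ~22 deg C, then incubated with compound 15 min before 400 uM selenite. A first-read NADPH fluorescence drop versus no-compound background flagged substrates.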
# TRHR PAM: allosteric enhancers of human TRH receptor; P34981; AID 493056; 360,000 compounds, 0.66% hits; enhancement, % at 2 µM; TRHR cells, fluo-8 calcium fluorescence, EC20 TRH enhancement; in the data active = enhancement above about 30%; note: 0% is about no effect
#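 TRHR-expressing cells loaded with fluo-8 calcium dye were read kinetically (ex 480/em 530) during compound addition, then stimulated with an EC20 of TRH (10 nM final). Enhancement of the Gq-mediated intracellular calcium response was scored.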
# D2 agonist: agonists of human D2 dopamine receptor | P14416 | HEK293 T-REx D2 cells, calcium flux agonist mode | activation, % at 2 µM | 340,000 compounds, 0.53% hits | AID 485358;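 active = activation over 3 SD above normal in the single-dose calcium agonist read, cut at about 30% in these data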; note: 0% is about no effect
#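 Tetracycline-induced HEK293 Trex cells with D2 receptor force-coupled to calcium signaling, plated overnight at 30 C and loaded with no-wash calcium dye. Calcium flux read kinetically for 180 s after compound addition; responses flag agonists.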
# rTrxR1 inhibitor: rat TrxR1 inhibition | O89049 | recombinant rTrxR1, NADPH fluorescence consumption, selenite substrate | Potency, µM (titrated, usually from 114 µM), inactives show at the top dose activity change, negative = inhibition, most hits filed as inhibitors | 390,000 compounds, 1% hits; note: potency is the fitted concentration of half-maximal effect; % is set by controls: 0 for no effect and ±100 for the full control effect; nearly all actives have a fitted effect of over 65% in size
#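 Rat TrxR1 (90 nM in the dispensed reagent) was pre-reduced with 400 uM NADPH for 5 min at room temperature, then incubated with compound for 15 min. After 400 uM selenite was added, NADPH fluorescence (Ex 340/Em 450 nm) was followed for 8 min.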
# Pin1 inhibitor: blocks the human prolyl isomerase Pin1; Potency, µM (highest dose often 115 µM), for inactives: top-dose activity, negative = inhibition, usual class: inhibitors; AID 504891; Pin1 FP peptide displacement, HiFluor488, 10 min; 390,000 compounds, 0.009% hits; Q13526; active = well fitted inhibition curve with a large enough effect in the polarisation, with a control signal flat, not every such curve was filed as active; inconclusive = small, poorly fitted or top-dose-only effect, or effect the other way, or a change in a side signal; inactive = no such curve, though single readings can be large or run the other way; the % refers to the polarisation; note: potency is the fitted concentration of half-maximal effect; % is set by controls: 0 for no effect and ±100 for the full control effect
# Target sequence (Q13526 whole entry, looked up): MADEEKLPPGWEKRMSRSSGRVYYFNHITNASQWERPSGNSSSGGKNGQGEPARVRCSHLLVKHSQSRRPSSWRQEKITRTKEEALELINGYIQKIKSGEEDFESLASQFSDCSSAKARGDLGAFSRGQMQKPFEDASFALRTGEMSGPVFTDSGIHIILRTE
# USP1 inh: inhibitors of human USP1/UAF1 deubiquitinase; O94782; recombinant USP1/UAF1, Ub-Rhodamine cleavage fluorescence; Potency, µM (doses to about 57.1 µM), for inactives: at the top dose activity change, negative = inhibition, actives largely listed as inhibitors; 390,000 compounds, 0.23% hits; AID 743255; note: potency is the fitted concentration of half-maximal effect; % is set by controls: 0 for no effect and ±100 for the full control effect; nearly all actives have a fitted effect of over 60% in size; inactives centre near -12
#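 In this screen, compounds sit with the deubiquitinase complex (1nM) for 15 min at room temperature before Ub-Rho is added at 150nM final. Fluorescence rise is then followed for 6 reads every 60 seconds.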
# mIDH1 inhibitor: inhibitors of human mutant IDH1 R132H. 390,000 compounds, 0.093% hits. AID 602179. Potency, µM (top dose mostly 76.6 µM), without a hit: at the highest dose activity change, negative = inhibition, most hits filed as inhibitors. O75874. IDH1-R132H enzyme, NADPH consumption, diaphorase/resazurin fluorescence; note: potency is the fitted concentration of half-maximal effect; % is set by controls: 0 for no effect and ±100 for the full control effect; nearly all actives have a fitted effect of over 65% in size
#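 IDH1-R132H (0.5 ug/mL) preincubated 30 min with compound, then NADPH (0.016 mM) and alpha-KG (2 mM) added; 80 min at RT, pH 7.5. Remaining NADPH coupled via diaphorase/resazurin to fluorescence (540/590 nm); concentration-response curves normalized to no-enzyme control.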
# D2 antag: D2 dopamine receptor (human) antagonism. P14416. HEK293 TREx D2 cells, calcium flux, dopamine EC80. inhibition, % at 10 µM. 340,000 compounds, 2% hits; in the data active = inhibition above about 30%; note: 0% is about no effect
#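 In this primary screen, negative modulation is detected by tracking calcium flux after an EC80 dopamine challenge in inducible HEK293 T-REx D2 cells preexposed to test compound for 180 s.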
# Starred values were filed as active, the others as inactive; ? = inconclusive; . = no result given; & = joins results of further samples; [ ] = another dose, or the depositor's remark. Unless noted, calls come from the whole dose curve; as a rule, active = well fitted inhibition curve with a large enough effect; inconclusive = small, poorly fitted or top-dose-only effect; inactive = no such curve, though single readings can be large or run the other way.
SMILES,TRHR ag,TrxR1 substrate,TRHR PAM,D2 agonist,rTrxR1 inhibitor,Pin1 inhibitor,USP1 inh,mIDH1 inhibitor,D2 antag
CC1CN(C(=O)CCC(=O)NCc2ccc(Cl)cc2)c2ccccc2S1 (stereo not given),0.4,-6.7%[57.1 µM],-1.9,-0.1,-6.5%[57.1 µM],7.7%,-7.4%,-2.7%,11.1
CCC(C(=O)N(C)Cc1ccccc1)n1nc(C)c2sc3ccccc3c2c1=O (stereo not given),0.2,44.8%[activator],15.1,0.4,33.3%[activator],57.6%[activator],-11.1%,-17.4%,.
CC(=O)c1ccc(NC(=O)Nc2sc(NS(=O)(=O)c3ccccc3)nc2C)cc1,0.6,-12.6%[57.1 µM],5.0,-1.8,-53.4%,-1.3%,-14.1%,3.4%,-1.2
O=C(O)Cn1cc(C(=S)N2CCOCC2)c2ccccc21,0.2,-6.7%,1.7,1.1,-3.6%,6.1%,-0.8%,1.0%,16.1
CCOC(=O)/C(C#N)=C\c1ccc(OCC(=O)Nc2ccc(C)cc2C)c(OC)c1,.,9.5%,.,.,11.1%,9.5%,5.3%,12.4%,.
CC1=C(C(=O)N2CCCCCC2)C2(CCC(C)CC2)OC1=O (stereo not given),-0.9,0.9%,-6.0,-0.1,14.8%,-0.3%,-4.7%,3.3%,3.4
CCOc1cccc(C(=O)N2CCCN(C)CC2)c1,-0.4,-1.9%,-5.2,-0.1,2.5%,0.9%,-10.2%,-2.2%,2.2
COc1ccccc1Nc1nc(C)c(C(=O)Nc2ccccc2)s1,-1.0,-6.0%,7.6,-0.9,-1.9%,-0.5%,-19.3%,-1.3%,-22.1
CCC1(CC)Cc2ccccc2-c2nc(CCl)[nH]c(=O)c21,0.4,1.5%[2.29 µM],-8.4,-0.1,-16.7%,8.1%,-7.1%,2.9%,-15.8
O=C(Nc1ccn(Cc2c(F)c(F)cc(F)c2F)n1)c1ccc(COc2ccc(Cl)cc2Cl)o1,2.6,2.1%,1.9,0.9,20.6%,12.9%,-16.5%,2.0%,-3.9
O=C(NCc1ccc(Cl)cc1)C1CCN(c2nn3cc(-c4ccc(F)cc4)nc3s2)CC1,0.7,-1.2%,-7.1,0.9,19.8%,-1.5%,-33.7%,-7.3%,.
CCc1ccc(-c2cn3c(n2)sc2cc(C(=O)NC4CCCCC4)ccc23)cc1,0.1,-5.7%[11.4 µM],4.1,3.3,14.9%,3.0%,-3.6%,10.0%,.
Cc1ccc(C)c(-n2c(Cc3cccs3)n[nH]c2=S)c1,0.1,-7.2%[57.1 µM],-10.0,0.7,-9.2%[57.1 µM],3.3%,-11.4%,2.4%,-0.7
COc1ccc(OC)c2[nH]c(C(=O)O)cc12,-0.2,11.4%[57.1 µM],0.8,0.8,?,6.9%,1.3%,4.3%,18.6
COc1ccc(/C=N/Nc2nc(-c3ccc(C)cc3)c(NC(C)=O)s2)cc1OC,-0.2,6.2%[57.1 µM],-3.9,0.4,6.1%,0.3%,-9.8%,-3.7%,-3.4
O=C(Cn1ncc2c([nH]c3ccccc32)c1=O)Nc1cc(F)ccc1F,0.3,10.3%,-2.8,1.0,25.9%,33.3%[activator],-24.4%,-1.8%,.
CCNC(=S)N1CCN(Cc2ccc3c(c2)OCO3)CC1,0.9,-0.3%,22.5,2.1,6.5%,1.8%,-7.7%,0.4%,-18.8
CCOc1ccc(C(C(=O)NC2CCCC2)N(CCCO)C(=O)c2ccc(-c3ccccc3)[nH]2)cc1 (stereo not given),-0.9,-5.3%,-6.7,0.5,8.1%[57.1 µM],0.2%,-15.3%,-11.1%,-2.8
CCOc1ccccc1NC(=O)n1ncc2cc(Cl)ccc21,-0.2,-4.4%,1.6,-0.9,13.7%,0.9%,-2.5%,0.0%,.
COc1ccc2nc(NC(=O)C3CCCN3S(=O)(=O)c3ccc(C)cc3)sc2c1 (stereo not given),0.1,-4.9%[57.1 µM],-7.5,0.7,20.3%[57.1 µM],20.0%,-25.7%,7.2%,-10.5
CC1(C)CC(=O)C=C(NCc2cccnc2)C1,0.2,-9.8%,4.5,0.1,-23.5%,6.2%,-7.5%,-3.2%,-0.9
Cc1ccc(N=Cc2nc(/C=C/c3cccc([N+](=O)[O-])c3)oc2O)cc1,5.5,4.1%,-2.8,1.1,27.1%,12.9%,-22.0%,6.7%,29.5
CC1CCC(NC(=O)C2CCN(C(=O)Nc3ccccc3)CC2)CC1 (stereo not given),0.2,-1.9%,2.1,1.2,2.3%,0.4%,-3.6%,4.0%,23.6
CCCc1cc(=O)[nH]c(Nc2ccc(C)c(O)c2)n1,0.0,-9.5%,-3.2,-1.1,-7.5%,-12.3%,-20.5%,1.9%,.
CCOC(=O)Cc1ccc(NC(=O)N2CCSc3ccccc32)cc1,-0.4,-7.3%,-9.9,-0.4,7.8%,0.7%,?,0.0%,.
COc1ccc(CC(=O)NC(C)c2nnc(SCC(=O)Nc3nc(C)cs3)n2C)cc1 (stereo not given),0.1,2.7%,-5.3,0.2,4.3%,-0.2%,-3.8%,4.4%,19.6
CCOC(=O)c1c(NC(=O)CSc2nnc(Cc3csc(N)n3)n2C)sc(C)c1C,-0.9,-12.9%,15.0,0.3,-17.4%,5.5%,-24.9%,-1.9%,11.3
COc1cc2cnc(CCCC#N)cc2cc1OC,.,-2.3%,.,.,5.8%,-1.1%,-15.4%,-2.0%,.
COc1ccc(F)cc1CN1CCN(C(=O)CCC(=O)Nc2nnc(C(C)C)s2)CC1,0.2,-3.4%,-6.3,-0.1,-21.4%,-0.8%,-23.4%,9.8%,14.1
Cc1ccc(C)c(NC(=O)CSc2ccc(-c3cccs3)nn2)c1,-0.2,4.4%[57.1 µM],21.8,-0.4,0.8%[57.1 µM],73.5%[activator],-1.4%,2.9%,4.6
CCOC(=O)C1CCN(C(=O)C2(NC(=O)Nc3ccccc3C)CCCCC2)CC1,0.9,6.2%,-5.7,1.1,16.3%,1.0%,-1.7%,8.0%,-5.2
O=C(CCCN1C(=O)/C(=C/c2ccc3c(c2)OCO3)SC1=S)Nc1ccc(C(=O)O)cc1,-0.4,-15.6%,0.0,-1.7,-20.0%,?,-10.0%,-2.5%,4.0
O=C(COC(=O)[C@@H]1CC(O)CN1S(=O)(=O)c1ccc(Cl)c(Cl)c1)NC(=O)NCc1ccccc1 (stereo not given in full),.,-4.4%[2.29 µM],.,.,1.7%[2.29 µM],?,-18.3%,-2.7%,.
O=C(NC1CC1(c1ccccc1)c1ccccc1)c1ccccc1 (stereo not given),.,10.3%[57.1 µM],.,.,2.5%[11.4 µM],-2.4%,-6.4%,21.1%,.
CC(Oc1ccccc1)C(=O)NCc1cccnc1 (stereo not given),.,7.6%,.,.,40.1%[activator],1.7%,-7.6%,8.8%,.
O=C(O)c1ccc(N=Cc2nc(-c3ccco3)oc2O)cc1,1.0,-1.0%[57.1 µM],-2.6,0.3,-15.3%,48.1%[activator],-6.2%,1.2%,-0.4

# Pulled by structure from above (3):
SMILES,TRHR ag,TrxR1 substrate,TRHR PAM,D2 agonist,rTrxR1 inhibitor,Pin1 inhibitor,USP1 inh,mIDH1 inhibitor,D2 antag
CC1(C)CC(=O)C=C(NCc2cccnc2)C1,0.2,-9.8%,4.5,0.1,-23.5%,6.2%,-7.5%,-3.2%,-0.9
CC1CCC(NC(=O)C2CCN(C(=O)Nc3ccccc3)CC2)CC1 (stereo not given),0.2,-1.9%,2.1,1.2,2.3%,0.4%,-3.6%,4.0%,23.6
O=C(Nc1ccn(Cc2c(F)c(F)cc(F)c2F)n1)c1ccc(COc2ccc(Cl)cc2Cl)o1,2.6,2.1%,1.9,0.9,20.6%,12.9%,-16.5%,2.0%,-3.9

# Continued.
SMILES,TRHR ag,TrxR1 substrate,TRHR PAM,D2 agonist,rTrxR1 inhibitor,Pin1 inhibitor,USP1 inh,mIDH1 inhibitor,D2 antag
COCCCNCCCOc1ccc(C(C)(C)c2ccccc2)cc1,0.0,-13.7%,6.0,-0.1,-19.9%,-3.4%,-10.1%,3.0%,-8.3
CC1=CCC(/C=N\Nc2nnc3c(n2)[nH]c2ccccc23)CC1 (stereo not given),-0.1,.,-4.7,0.7,.,.,.,.,7.4
CC(C)Nc1nc(NC(C)C)nc(SCC(N)=O)n1,0.4,-2.7%,22.5,1.6,18.6%[57.1 µM],4.9%,?,7.9%,-17.4
Cc1ccc(S(=O)(=O)NCCCCCC(N)=O)cc1,1.0,-8.6%,12.6,-0.3,1.6%[57.1 µM],-8.9%,-3.6%,3.4%,2.3
O=C(CCN1C(=O)c2cccc3cccc(c23)C1=O)N1CCOCC1,0.4,18.8%[57.1 µM],3.5,-0.1,11.4%[57.1 µM],-9.8%,-10.3%,-3.0%,-3.3
CCOc1ccccc1CNS(=O)(=O)c1ccc(-c2cnc(C3CC3)o2)cc1,0.7&1.1,11.9%,9.3&-0.5,-0.8&1.5,36.9%,6.7%&1.9%,-20.5%&-11.6%,-2.1%&13.4%,3.5
CC1Oc2ccccc2OC1C(=O)Nc1nccs1 (stereo not given),0.2,-5.6%,0.7,-2.1,-14.6%,4.2%,-25.3%,-9.6%,-11.6
CC(C)c1ccc(S(=O)(=O)c2n[nH]n3c2nc(=O)c2ccccc23)cc1,-0.2,33.6%[activator],-0.5,0.2,14.7%,-0.2%,-12.6%,0.3%,19.5
COc1cccc(C2C=C(Nc3ccccc3)C(=O)N2c2ccccc2)c1 (stereo not given),-0.7,16.6%,-0.5,-1.3,?,18.9%,0.5%,3.9%,2.2
O=C(CCc1nc2ccccc2c(=O)[nH]1)Nc1ccc(Cl)c(Cl)c1,-0.1,-9.3%,-2.6,70.4*,-11.4%,?,1.7%,6.2%,54.3*
CSc1nc(-c2ccccc2)c(C#N)c(=O)n1C,-0.6,-5.4%,2.7,-2.0,1.8%,0.1%,-2.7%,-9.4%,7.2
Cc1ccc(C)c(CSc2cn(CCNC(=O)c3cccs3)c3ccccc23)c1,0.1,-2.7%,-2.4,-0.1,8.2%,23.8%,-30.5%,-6.0%,.

# This is a subset; count on the stated rates, not on these rows.
